# MCL1 BIM primary: inhibitors of MCL1 binding to BIM-BH3, primary screen, biochemical, fluorescence polarization; Induced myeloid leukemia cell differentiation protein Mcl-1 (Homo sapiens), Q07820; GST-MCL1 / FITC-Bim-BH3 fluorescence polarization; inhibition, % at 10.9 µM; actives 0.68% (n = 320,000);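 active = inhibition above the mean inhibition of all tested compounds plus 3 SD, set per campaign, cut at about 40% in these data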;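 also: 0% = DMSO wells and 100% = unlabeled Bim-BH3 peptide control; higher means more loss of mP so more displacement of Bim peptide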
# Target sequence (Q07820 whole entry, looked up): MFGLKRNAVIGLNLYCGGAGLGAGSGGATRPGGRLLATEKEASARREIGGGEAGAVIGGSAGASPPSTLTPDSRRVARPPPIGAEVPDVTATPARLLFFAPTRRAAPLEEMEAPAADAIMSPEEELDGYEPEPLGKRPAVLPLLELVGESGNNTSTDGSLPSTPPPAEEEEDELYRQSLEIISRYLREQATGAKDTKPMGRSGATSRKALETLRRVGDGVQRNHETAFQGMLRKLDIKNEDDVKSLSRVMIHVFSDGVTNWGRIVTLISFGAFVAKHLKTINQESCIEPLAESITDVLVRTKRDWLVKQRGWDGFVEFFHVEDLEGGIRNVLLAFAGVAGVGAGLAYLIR
# MEX-5 binding: MEX-5 zinc finger RNA-binding disruptors – biochemical, C. elegans, fluorescence polarization, MLPCN library, primary screen. MEX-5/FITC-TCR2 RNA binding; hits give low values. activity score (negative = inhibition of binding), % at 10 µM. actives 0.38% (n = 300,000). AID 1832, 2009;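 active = inhibition past about -25% in most replicates, and total fluorescence under double the plate's negative control median, limit read from the data; inconclusive = replicates evenly split on the limit, or fluorescence at least double controls; inactive = too little inhibition in most replicates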;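 also: 0% = DMSO and -100% = 5 µM competing unlabeled TCR2 RNA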
# Fam108B counter: mouse Fam108B serine hydrolase inhibitors, primary screen, counter-screen for RBBP9 inhibitor project, biochemical, fluorescence polarization; recombinant Fam108B, FP-Rh probe fluorescence polarization; inhibition, % at 9.51 µM; actives 0.33% (n = 300,000);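 active = inhibition above the screen mean inhibition plus 3 SD, computed separately per campaign, cut at about 18% in these data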;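 also: inhibitors lower polarization as less probe binds the enzyme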
# GRK2 inh: compounds blocking aptamer binding on GRK2 – biochemical, human GRK2, bead flow cytometry, HTS, primary screen | Beta-adrenergic receptor kinase 1 (Homo sapiens), P25098 | FAM-aptamer displacement from GRK2 | inhibition of aptamer binding, % at 10 µM | actives 0.59% (n = 330,000) | AID 488847, 2010;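 active = inhibition of aptamer binding above 40%, roughly 3 SD of noise, on plates passing a quality check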;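 also: median bead fluorescence of bound FAM aptamer so fluorescent compounds give negative values; no value below 0 was filed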
# CIT2-GFP yeast: modulators of CIT2-GFP expression in yeast, primary screen, S. cerevisiae, GFP fusion, multiplex flow cytometry, MLPCN library. actives 0.065% (n = 320,000). GFP response vs DMSO, % at 10 µM. S. cerevisiae CIT2-GFP strain, 3 h; 100 means same as DMSO wells;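 active = GFP response relative to DMSO above a set limit, near the screen mean plus 3 SD, cut at about 150% in these data; inconclusive = Fewer than 70 cells measured for a yeast strain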;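 also: ratio of well median GFP fluorescence to mean of DMSO wells on the plate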
# AGP1-GFP MLPCN: modulators of AGP1-GFP expression in yeast TOR pathway, primary screen, cell-based, multiplex flow cytometry, S. cerevisiae, MLPCN library; 3 h; GFP as percent of DMSO wells; GFP response vs DMSO, % at 10 µM; actives 0.02% (n = 320,000);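 active = GFP response relative to DMSO above a set limit, near screen average plus 3 SD, cut at about 150% in these data; inconclusive = fewer than 70 cells counted for the yeast strain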;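 also: median GFP channel fluorescence of the gated AGP1 strain per well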
# VLA-4 inh: inhibition in human VLA-4 binding assay, primary screen, VLA-4 allosteric modulator project, MLPCN library, flow cytometry, VLA-4 expressing cells | ligand binding flow cytometry | inhibition, % (about 7 µM as worked out from the volumes in the protocol) | actives 0.2% (n = 330,000); in the data active = inhibition above about 50%
# Bcl-xL primary: inhibitors of human Bcl-xL, primary screen, biochemical, fluorescence polarization, HTS; Bcl-2-like protein 1 (Homo sapiens), Q07817; GST-Bcl-xL / FITC-Bim BH3 peptide fluorescence polarization; inhibition, % at 10.9 µM; actives 0.7% (n = 320,000); AID 2129, 2009;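 active = inhibition above the mean of all tested compounds plus 3 SD, cutoff set per campaign, cut at about 30% in these data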;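 also: 0% = DMSO wells and 100% = unlabeled Bim-BH3 peptide competitor; inhibitors lower millipolarization by displacing the labeled peptide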
# Target sequence (Q07817 whole entry, looked up): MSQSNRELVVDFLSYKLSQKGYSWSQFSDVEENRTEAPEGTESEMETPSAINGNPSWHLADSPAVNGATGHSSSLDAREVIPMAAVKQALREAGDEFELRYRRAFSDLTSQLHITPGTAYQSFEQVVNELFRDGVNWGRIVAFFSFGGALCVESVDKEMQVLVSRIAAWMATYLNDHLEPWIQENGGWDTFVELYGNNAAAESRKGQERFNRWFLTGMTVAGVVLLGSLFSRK
# GLD-1 RNA inh: GLD-1/TGE RNA complex disruptors, primary screen, biochemical, fluorescence polarization | AID 2280, 2010 | Female germline-specific tumor suppressor gld-1 (Caenorhabditis elegans), Q17339 | actives 0.44% (n = 320,000) | purified GLD-1 + fluorescein TGE RNA | inhibition, % at 5.96 µM;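 active = percent inhibition above a per-plate cutoff, the plate mean of test compounds plus 3 SD, cut at about 30% in these data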;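 also: 0% = DMSO wells with GLD-1 and probe and 100% = wells lacking GLD-1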
# Target sequence (Q17339 whole entry, looked up): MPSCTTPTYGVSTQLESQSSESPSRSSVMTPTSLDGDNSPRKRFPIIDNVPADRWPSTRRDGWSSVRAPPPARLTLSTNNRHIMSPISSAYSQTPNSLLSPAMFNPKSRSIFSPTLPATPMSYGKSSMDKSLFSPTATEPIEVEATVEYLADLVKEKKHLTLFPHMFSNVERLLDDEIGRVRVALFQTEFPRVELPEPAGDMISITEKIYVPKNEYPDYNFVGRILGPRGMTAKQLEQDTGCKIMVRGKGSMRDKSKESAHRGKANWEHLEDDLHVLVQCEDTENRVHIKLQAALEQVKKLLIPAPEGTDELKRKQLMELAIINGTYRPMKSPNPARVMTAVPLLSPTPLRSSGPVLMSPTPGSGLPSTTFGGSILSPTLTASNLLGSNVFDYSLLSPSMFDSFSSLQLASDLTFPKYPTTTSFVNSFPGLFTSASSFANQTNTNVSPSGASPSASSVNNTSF
# Active calls of the source: *; ? = inconclusive; / = not tested or not shown. Compounds were not picked by outcome (roughly 2.2% active in at least one column).
SMILES,MCL1 BIM primary,MEX-5 binding,Fam108B counter,GRK2 inh,CIT2-GFP yeast,AGP1-GFP MLPCN,VLA-4 inh,Bcl-xL primary,GLD-1 RNA inh
O=C(CSc1nc2nc(-c3cccs3)cc(C(F)(F)F)c2c(=O)[nH]1)Nc1c(F)c(F)c(F)c(F)c1F,5,1.2,-29,0,110,108,3,9,1
Cn1c(=O)c(=O)n(C)c2cc(S(=O)(=O)NCCN3CCN(c4ccccc4F)CC3)ccc21,5,1.5,2,0,92,96,-8,0,4
O=C(COC(=O)c1cc(Cl)ccc1O)NC(=O)NCc1ccccc1,-17,/,/,0,91,90,5,-5,4
CN1CCN(S(=O)(=O)c2ccc(NC(=O)c3ccccc3F)cc2)CC1,2,1.9,7,1,115,106,14,3,-4
CC1CN(S(=O)(=O)N2CCOCC2)CCN1S(=O)(=O)N1CCOCC1 (centres undefined),3,1.5,2,0,97,104,4,9,6
O=C(c1ccccc1)C1CCN(C(=O)C2CCC(=O)N(Cc3ccccc3F)C2)CC1 (centres undefined),-4,2.5,3,0,108,99,0,-2,7
COc1ccc(C(=O)C(C)OC(=O)CNC(=O)c2ccco2)cc1 (centres undefined),/,/,/,0,94,94,-8,/,0
COC(=O)CNC(=O)c1cccc(Cl)c1,0,1.3,-4,1,101,101,4,8,-1
Cc1ccc(CN2CCC(C(=O)NCCC(C)C)CC2)o1,-2,1.4,-2,0,93,94,-10,0,5
CCOC(=O)C1(CCOc2ccccc2)CCN(Cc2ccc3c(c2)OCCO3)CC1,4,-0.7,2,1,95,106,10,8,2
CC(/C=N/NC(=S)Nc1cccc(S(=O)(=O)N(C)C)c1)c1ccccc1 (centres undefined),-6,3.7,7,0,99,98,15,-7,-3
COc1cc(CN2CCC(n3nccc3NC(=O)c3ccc4c(c3)OCO4)CC2)ccc1O,-2,1.1,1,0,102,103,5,0,5
NC(=O)Cn1c(=O)n(-c2ccccc2)c(=O)c2oc3ccccc3c21,-3,-0.3,-5,0,96,106,12,1,4
COc1cc2c(cc1OC)CN(C(=O)CSc1ccc(F)cc1)CC2,-2,/,/,1,96,103,-10,3,2
COc1ccc(-c2c(=O)n(OCc3nc4ccccc4[nH]3)c3ccccc3[n+]2[O-])cc1,11,-0.9,1,0,102,116,-3,8,3
Cc1cccc(NC(=S)N(C)C2(c3ccccc3Cl)CCCCC2=O)c1 (centres undefined),10,-3.6,2,0,105,104,-5,9,1
O=C(Cc1cccc2ccccc12)Nc1cc(Cl)ccc1C(=O)O,-5,1.8,-1,1,97,105,29,2,2
COc1cc2c(cc1OC)C(C(=O)N1CCN(c3ccccc3)CC1)C(c1cccs1)N(C)C2=O (centres undefined),5,-3.4,-3,0,100,98,16,6,5
O=C(O)c1ccccc1C(=O)Nc1ccccc1,2,-0.2,-2,3,/,97,6,2,10
C=Cn1cc[n+](CC(=O)c2cccs2)c1,-1,1.3,5,0,111,102,2,4,8
CCOc1ccccc1NC(=O)CSc1nnnn1C1CCCC1,8,0.4,1,3,106,107,3,5,-1
CCCCOc1ccc(C2CC(=O)NC2=O)cc1 (centres undefined),8,0.4,0,3,88,111,0,5,2
O=C(Nc1cccc(Cl)c1)NC1CCCCC1,5,-1.5,2,1,99,72,-4,4,12
CCC(c1nnnn1C(C)(C)C)N(Cc1cccs1)Cc1cc2cc(C)c(C)cc2n2nnnc12 (centres undefined),2,-1.6,3,0,97,92,-7,1,7
COc1ccc(/C=C(/CC(=O)Nc2ccccc2)c2nc3ccccc3s2)cc1,-6,2.1,-9,0,95,89,7,0,-8
# Later entries.
SMILES,MCL1 BIM primary,MEX-5 binding,Fam108B counter,GRK2 inh,CIT2-GFP yeast,AGP1-GFP MLPCN,VLA-4 inh,Bcl-xL primary,GLD-1 RNA inh
CC(C)C(NC(=O)c1ccccc1F)C(=O)NCCCn1ccnc1 (centres undefined),/,/,/,0,109,97,-11,/,-4
O=C(NNS(=O)(=O)Cc1ccccc1)c1ccc([N+](=O)[O-])cc1,2,0.9,7,0,?,?,0,-1,2
CCc1ccc(-c2ccc(SCc3ccccn3)nn2)cc1,12,1.2,1,1,71,78,0,2,4
Nc1c(C(=O)O)sc2nc(-c3ccccc3)c3c(c12)CCCC3,15,1.2,-1,0,91,99,0,8,-6
CC1CCN(CCc2nc3cc(NC(=O)COc4ccc(Cl)cc4)ccc3n2C)CC1,0,4.3,3,0,112,117,7,4,-3
Cc1nc(=O)c(-c2ccccc2)c(C)n1CCCO,-9,-0.2,1,3,110,109,-4,0,4
CC(C)C(=O)Nc1ccc(-c2ccc3nncn3n2)cc1,0,-2.6,3,0,86,95,0,5,10
CC(OC(=O)COc1ccccc1Cc1ccccc1)C(=O)N(C)c1ccccc1 (centres undefined),-4,-0.3,1,0,99,105,12,-2,2
Nc1nc(N2CCCCC2)nc(N2CCCCC2)n1,2,1.2,5,0,114,110,-10,6,5
CC(/C=C1\SC(=S)N(CCC(=O)Nc2ccccc2O)C1=O)=C\c1ccccc1,-80,2.0,-31,1,103,109,-4,-51,-47
O=S(=O)(c1ccccc1)N1CCCc2ccccc21,3,-1.4,2,2,102,79,14,1,5
COc1cccc(C(=O)NCCS(=O)(=O)NCc2ccc3c(c2)OCO3)c1,-6,-0.9,2,4,85,104,3,3,1
NC(=O)c1ccccc1NC(=O)Nc1cccc2ccccc12,5,1.3,0,0,97,100,23,15,-4
Cc1ccccc1N(C(=O)c1csnn1)C(C(=O)NC(C)(C)C)c1ccncc1 (centres undefined),3,5.1,-1,0,83,79,1,0,5
N=c1c2c3c(sc2nc2n1CCC2)CCCC3,10,0.1,-2,2,104,103,5,7,4
Cn1c(=O)cc(SCC(=O)Nc2ccc3c(c2)OCO3)c2ccccc21,8,2.3,-3,2,93,97,5,3,-1
O=C(Nc1nnc(-c2ccccc2)o1)c1cccc(N2C(=O)CCC2=O)c1,4,5.3,2,3,100,95,-5,2,3
C[C@H]1CN=C(Nc2ccccc2)N1CCc1ccc(F)cc1,10,/,3,2,95,100,0,6,5
COc1ccc(N/C=C\C(=O)c2ccc3ccccc3c2)cc1,5,0.0,8,3,96,93,9,0,3
CCOC(=O)N1CCN(c2c(NCCCN(CC)c3cccc(C)c3)c(=O)c2=O)CC1,0,2.7,-1,5,87,96,4,1,0
CCN(CC)C(=O)CSc1nnc([C@@H](N)C(C)C)o1,-9,2.8,-1,2,98,102,14,-5,0
COc1ccc(C(C)=O)cc1COC(=O)C1CCN(C(=O)c2ccc(Cl)cc2)CC1,/,/,/,0,100,106,2,/,1
COC(=O)NCC(c1ccco1)N1CCN(c2ccccc2)CC1 (centres undefined),3,-2.0,3,2,96,108,14,-1,3
O=C(CSc1nnnn1-c1ccccc1)c1cc2ccccc2oc1=O,-3,-1.7,-1,1,112,99,-1,2,1
Cc1cc(C)nc(SCc2cnc(C)nc2N)n1,1,-0.6,-1,5,92,95,18,0,-2
# Continuation.
SMILES,MCL1 BIM primary,MEX-5 binding,Fam108B counter,GRK2 inh,CIT2-GFP yeast,AGP1-GFP MLPCN,VLA-4 inh,Bcl-xL primary,GLD-1 RNA inh
O=c1[nH]c2ccccc2c(=O)n1CCCO,0,/,0,0,/,110,-4,1,3
COCCCNC(=O)C(=O)NCC1CCCN1S(=O)(=O)c1cccs1 (centres undefined),6,-1.3,1,0,67,100,7,10,13
O=C(CN1C(=O)N/C(=C\c2ccccc2OCc2ccc(C(=O)O)cc2)C1=O)Nc1ccccc1F,17,-0.2,-7,0,111,110,-5,3,13
O=C(NCCc1ccccc1)Nc1cccc(Cl)c1,0,1.4,2,1,85,91,0,1,0
O=C(c1ccco1)N1CCN(C(=O)c2[nH]ncc2[N+](=O)[O-])CC1,-4,-2.2,-2,0,99,95,-6,2,0
COc1ccc(CCNC(=O)COC(=O)COc2c(C)cc(C)cc2C)cc1OC,-4,0.8,6,6,94,94,-5,-1,-8
O=C(CCCOc1ccccc1)NCC1CCCO1 (centres undefined),2,2.6,6,0,100,99,-3,1,7
CC1(C)CC(=O)C2=C(C1)OC(N)=C(C#N)C21CCC2(CC1)OCCO2,5,0.4,1,0,108,112,11,8,13
CCC(C)[C@H](NC(=O)NCc1ccccc1Cl)C(=O)OC (some centres undefined),2,0.2,5,2,97,95,15,-2,2
COc1cc2c(cc1OC)C(C)N(C(=O)c1sc(-c3cnccn3)nc1C)CC2 (centres undefined),4,0.4,4,2,101,99,-4,6,2
COC(=O)Nc1ccc(S(=O)(=O)N2CCCC(C(=O)Nc3cccc4c3OCCO4)C2)cc1 (centres undefined),10,-0.2,-4,1,/,100,-3,5,5
O=C(NCC(=O)N1CCCC1)c1ccc(Br)o1,/,-0.8,/,3,107,105,-1,/,/
Cc1ccccc1OC(C)C(=O)Nc1ccc2c(c1)OCCO2 (centres undefined),-3,-1.1,1,2,96,108,-3,-1,-2
COCCCNC(=O)c1cc2cc([N+](=O)[O-])cc(OC)c2oc1=O,-1,2.6,4,0,106,101,-18,-1,-2
O=C(COC(=O)c1ccc(F)c(S(=O)(=O)N2CCOCC2)c1)NCCc1ccc(F)cc1,/,/,/,0,103,99,18,/,-3
Cc1cccnc1CCNC(=O)c1ccc(OC2CCN(Cc3ccccn3)CC2)cc1,14,-6.6,3,1,106,102,0,11,13
Cc1ccc(C)c(Cn2nnc(C(=O)Nc3ccc4c(c3)OCCO4)c2N)c1,-3,0.5,6,1,101,108,-7,-1,-2
O=C1NC2(CCN(Cc3ccccc3)CC2)Oc2ccccc21,9,-2.1,-2,0,100,100,4,3,5
O=C(O)CC(C(=O)Nc1ccc(Cl)c(Cl)c1)C1CCCO1 (centres undefined),-4,-0.5,4,1,67,78,-3,2,10
O=C1CCN(CCc2ccccc2)CCN1[C@H](CO)Cc1ccccc1,3,1.0,-4,1,91,84,23,3,-2
COc1ccc(-c2cc(-c3ccccc3O)[nH]n2)cc1OC,1,-1.9,16,0,84,92,5,2,6
CCOC(=O)c1ccc(NC(=O)C(=O)NCc2ccco2)cc1,4,1.1,-4,1,90,101,8,5,5
C/C(N)=C(/C#N)C(=O)COC(=O)c1cc(-c2cccc3ccccc23)nc2ccccc12,19,0.8,-44,0,97,95,-48,25,15
CCn1c(O)c(N=NC(=O)C(O)c2ccccc2)c2ccccc21 (centres undefined),7,-1.9,-2,4,96,101,10,6,2
CC(=O)c1ccc(-n2c(CCC(=O)O)ccc2-c2ccccc2)cc1,3,2.7,-2,0,100,99,-1,4,-7

# Laid out differently: 2 of the compounds above
canonical_smiles | MCL1 BIM primary | MEX-5 binding | Fam108B counter | GRK2 inh | CIT2-GFP yeast | AGP1-GFP MLPCN | VLA-4 inh | Bcl-xL primary | GLD-1 RNA inh
O=C(CN1C(=O)N/C(=C\c2ccccc2OCc2ccc(C(=O)O)cc2)C1=O)Nc1ccccc1F | 17 | -0.2 | -7 | 0 | 111 | 110 | -5 | 3 | 13
COCCCNC(=O)C(=O)NCC1CCCN1S(=O)(=O)c1cccs1 (centres undefined) | 6 | -1.3 | 1 | 0 | 67 | 100 | 7 | 10 | 13

# Screens: PubChem, several laboratories
